bCat KO growth – beta-catenin-lacking colon tumor cell growth suppression; HCT116 beta-catenin knockout viability, CellTiter-Glo, 60 h; hits give low values; viability, % at 10 µM; 140,000 tested, 1.5% active; AID 818;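 active = viability at or under a set limit, the compound median less 4 SD, cut at about 6% in these data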;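 also: 0% = Hyamine 1622 control at 20 µM and 100% = untreated cell control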
Yeast growth inh – chemicals that inhibit yeast BB579 growth in restrictive medium (lifespan-shortening candidates) | S. cerevisiae BB579 growth, OD615, 48 h | 140,000 tested, 0.51% active | AID 804 | inhibition, % at 10 µM;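 active = inhibition above a set limit, 3 SD over the mean compound inhibition, cut at about 44% in these data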; also: inactives centre near -24
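controls = amphotericin B 10 µg/mL, positive | assay system = DeaD yeast strain BB579 | schedule = 48 h compound exposure at 30 °C after 4 h preincubation | detection = OD615 turbidity measurement | medium = restrictive CSMM-D medium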
Measles CPE – protection of cells from measles virus; Measles virus-infected cells, CPE protection, absorbance; protection (pct of control), % at 4 µM; 140,000 tested, 1.5% active; AID 841; in the data active = protection mostly above about 24%, no sharp cut-off; inactive = mostly below about 26%; also: some compounds called inactive have numbers as strong as hits
E-sel TNF inh – blocks E-selectin expression induced by TNF alpha. HUVEC TNFa-induced E-selectin immunofluorescence, high content. inhibition, % at 2 µM. 120,000 tested, 0.71% active;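 active = inhibition above the batch mean plus 3 SD, and confirmed as a hit on visual image review, cut at about 43% in these data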;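 also: 0% = TNF-stimulated DMSO wells and 100% = unstimulated control wells; not every result past the cut was called active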
Yeast life ext – extends the lifespan of yeast | S. cerevisiae growth with nicotinamide, OD615; deaD strain in restrictive glucose medium | inhibition of the nicotinamide effect, % at 10 µM | 130,000 tested, 0.68% active | AID 775;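 active = inhibition above a set limit, placed 3 SD over the median of all compounds, cut at about 26% in these data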;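 also: 0% = nicotinamide-treated wells and 100% = cells grown without nicotinamide; some compounds called inactive have numbers as strong as hits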
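Assay system: engineered S. cerevisiae DeaD replicative-lifespan strain, galactose-grown log-phase cells; medium: restrictive CSMM-D dextrose medium; also added: nicotinamide, 1.5 mM, co-present with compound; schedule: 48 h compound exposure at 30 °C, humidified; detection: absorbance at 615 nm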
MRP1 act – MRP-1 activation; H69AR cells + doxorubicin, viability rescue, CellTiter-Glo; viability increase, % at 10 µM; 140,000 tested, 0.61% active;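 active = viability gain under doxorubicin at or above a set limit, the compound median plus 3 SD, cut at about 4.7% in these data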;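 also: MRP-1 overexpressing cells given doxorubicin 25 µM after compound pretreatment; 18-22 h compound pretreatment then 72 h with doxorubicin before readout; 0% = doxorubicin-only wells and 100% = vehicle-treated cells without doxorubicin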
NPY-Y2 antag – NPY-Y2 (human) receptor antagonism | 140,000 tested, 0.99% active | NPY-Y2 expressing cells, antagonist mode | inhibition, % at 2.7 µM | P49146; in the data active = inhibition above about 17%;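 also: 0% = vehicle with agonist challenge and 100% = reference antagonist with challenge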
Target sequence (P49146 whole entry, looked up): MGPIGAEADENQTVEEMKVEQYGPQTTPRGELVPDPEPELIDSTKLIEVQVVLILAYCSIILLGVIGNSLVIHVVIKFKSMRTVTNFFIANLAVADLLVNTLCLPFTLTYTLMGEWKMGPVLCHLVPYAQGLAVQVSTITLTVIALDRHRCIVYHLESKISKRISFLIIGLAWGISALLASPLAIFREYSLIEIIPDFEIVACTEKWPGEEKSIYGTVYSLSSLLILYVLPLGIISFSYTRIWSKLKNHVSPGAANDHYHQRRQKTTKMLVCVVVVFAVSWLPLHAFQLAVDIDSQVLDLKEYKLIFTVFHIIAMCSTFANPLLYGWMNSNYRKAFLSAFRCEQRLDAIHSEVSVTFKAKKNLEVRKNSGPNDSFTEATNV
Phagocytosis inh – inhibitors of macrophage phagocytosis; inhibition, % at 5 µM; 110,000 tested, 0.07% active; J774A.1 macrophage IgG-bead phagocytosis, imaging;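 active = inhibition above the mean of the plate negative controls plus 5 SD, cut at about 13% in these data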;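 also: phagocytic index as fraction of beads internalized from green versus red external bead signal; plate controls were DMSO negative control for no effect and cytochalasin-D positive control for full effect; some results beyond the cut were filed as inactive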
GALR2 antag – blocks the human galanin receptor 2 | GALR2-expressing cells, antagonist mode | inhibition, % at 4 µM | 140,000 tested, 0.39% active | AID 828; in the data active = inhibition above about 27%;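 also: cells stimulated with galanin 1-16 at roughly its EC80; 0% = agonist challenge control and 100% = basal control without agonist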
Target sequence (O43603 whole entry, looked up): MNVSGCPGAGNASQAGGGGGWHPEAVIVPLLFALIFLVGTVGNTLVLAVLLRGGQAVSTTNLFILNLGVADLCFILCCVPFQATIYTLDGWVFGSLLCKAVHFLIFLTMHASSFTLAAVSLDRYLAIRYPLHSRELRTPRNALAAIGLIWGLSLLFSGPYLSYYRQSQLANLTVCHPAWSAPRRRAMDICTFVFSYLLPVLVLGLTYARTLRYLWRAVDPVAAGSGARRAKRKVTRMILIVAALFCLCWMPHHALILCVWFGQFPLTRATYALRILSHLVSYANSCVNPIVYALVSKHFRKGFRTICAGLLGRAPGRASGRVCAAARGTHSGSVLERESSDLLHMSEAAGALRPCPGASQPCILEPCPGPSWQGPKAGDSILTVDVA
HCT116 PTEN-null – suppresses growth of cells with PTEN deletion | HCT116 PTEN-null viability, CellTiter-Glo, 60 h; hits give low values | viability, % at 10 µM | 140,000 tested, 1.2% active;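 active = viability at or below a set limit, 4 SD under the median of all tested compounds, cut at about 3.7% in these data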;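 also: PTEN knockout HCT116 line with beta catenin targeted HCT116 as companion control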
An asterisk follows results filed as active; . = not tested or not shown.

smiles	Phagocytosis inh	E-sel TNF inh	HCT116 PTEN-null	Measles CPE	Yeast life ext	NPY-Y2 antag	Yeast growth inh	GALR2 antag	bCat KO growth	MRP1 act
CCNC(=S)N(CCc1cccc(C)c1)Cc1cc2cc(OC)c(OC)cc2[nH]c1=O	-10.4	3.6	64.7	9.4	-0.1	1.4	-18.4	-4.6	59.6	-3.6
CC(OC(=O)C(C)N1C(=O)C2C3C=CC(C4CC34)C2C1=O)C(=O)c1ccccc1 (configuration not stated)	-1.1	.	79.0	25.4	6.5	2.4	-20.6	-1.8	91.8	2.2
CCc1nc(Nc2ccc3nccnc3c2)c2oc3ccccc3c2n1	.	6.7	81.5	5.8	13.9	-2.0	-21.1	-1.5	90.1	-5.5
COc1ccc(CCNC(=O)C2CCN(S(=O)(=O)c3cccc4nonc34)CC2)cc1OC	-0.4	-1.1	98.0	4.7	-21.8	2.5	-38.9	-24.6	98.7	-2.1
CC1(C(=O)NC(=S)N(Cc2ccccc2)c2ccccn2)CC1(Cl)Cl (configuration not stated)	14.9	.	106.6	3.6	17.5	2.9	-44.8	-19.0	99.9	-0.7
CC1=C(n2nnc([N+](=O)[O-])n2)C(c2cccnc2)C(C#N)=C(N)O1 (configuration not stated)	-2.4	.	60.6	13.6	6.7	1.8	-16.9	-1.8	53.8	-0.9
CC(C)(C)NC(=O)NC(=O)CN1CCN(c2ncc(C(F)(F)F)cc2Cl)CC1	0.9	9.1	79.4	7.7	-2.5	2.2	-74.1	-19.6	76.7	0.6
CCOC(=O)CC1C(=O)NCCN1S(=O)(=O)c1ccc(Cl)cc1Cl (configuration not stated)	.	-6.5	88.8	3.5	-20.0	-1.1	-13.9	-9.6	97.3	-4.7
O=C(NC1CCCCCC1)C1CCN(c2nc3ccccc3o2)CC1	-3.0	.	59.4	32.3*	0.9	0.7	-5.6	-7.8	69.7	-2.4
CC(C)Oc1ccc(CNCC2(O)CCOC(C)(C)C2)cc1 (configuration not stated)	.	-11.2	91.7	3.0	-2.5	-1.6	-19.7	-1.5	94.0	-2.1
Cc1cc(NC(=O)c2nn(C)c(C)c2[N+](=O)[O-])no1	.	20.5	100.2	8.1	-13.2	1.7	10.3	-2.6	97.8	0.9
COc1ccc(NC(=O)c2ccc(C)o2)c([N+](=O)[O-])c1	.	.	81.7	21.8	-3.7	2.3	-26.2	-4.8	82.8	-2.8
Cc1ccc(NC(=O)c2ccccc2-c2ccc(C(F)(F)F)cc2)cc1S(=O)(=O)N1CCOCC1	-0.8	-3.4	61.7	8.0	2.9	10.7	-17.6	-1.4	66.7	-2.0
CCC(=O)Nc1ccc(C(=O)Nc2ccc(OC)cc2[N+](=O)[O-])cc1	-2.7	-20.2	91.9	23.6	1.8	4.7	-19.2	4.3	94.9	-1.9
O=C(Cn1nnc(-c2ccccc2NC(=O)c2ccco2)n1)Nc1ccccc1	-2.9	-22.8	74.3	6.0	-1.4	0.7	-39.7	5.4	58.0	-3.1
O=C(O)C1C2CCC(O2)C1C(=O)Nc1cnn(Cc2ccccc2)c1 (configuration not stated)	0.0	.	93.2	7.0	7.6	-2.9	-7.5	-23.5	94.2	-3.5
O=C1N/C(=C/c2cccn2-c2ccccc2)C(=O)N1Cc1ccc(F)cc1	-5.2	.	80.7	3.9	0.5	2.5	-52.4	2.5	97.0	-1.9
CC1CC1c1ccc(/C=C(\C#N)C(=O)Nc2cc(Cl)ccc2Cl)o1 (configuration not stated)	-10.3	.	93.5	.	1.7	0.9	-11.4	2.0	87.3	0.0
COc1ccc(C(=O)Nc2cc(=O)n(C)c(=O)n2C)cc1OC	.	-2.5	96.1	9.9	-0.8	2.4	-28.9	13.0	95.8	-2.8
N#Cc1c(N)n(CCOC(=O)c2cccc(Br)c2)c2nc3ccccc3nc12	-1.4	5.0	86.9	4.0	-17.4	1.0	-60.8	-19.0	97.1	5.7*
O=[N+]([O-])c1ccc(NC(=S)NCCc2ccc(Cl)cc2)cc1	-0.2	31.0	2.9*	4.0	-3.9	-1.8	-20.9	-6.5	3.5*	-2.5
CCOC(=O)C1=C(C)NC(=O)NC1c1ccc(C)o1 (configuration not stated)	-0.4	.	92.5	9.1	-4.4	1.4	-6.0	-8.4	99.6	-2.7
Cc1ccc(S(=O)(=O)N2CC(=O)Nc3ccccc32)cc1C	-2.2	.	92.1	24.0	4.9	-1.8	-6.9	-5.0	92.4	0.7
O=C(c1ccc(COc2ccccc2Br)o1)N1CCN(c2ccccn2)CC1	.	13.6	69.0	10.1	-18.1	10.0	-9.0	5.7	63.0	-3.5
CC(=O)C1=C(C)OC(N)=C(C#N)C1c1cc2cccc(C)c2nc1Cl (configuration not stated)	.	49.5	93.6	4.3	-13.5	3.1	-27.1	7.8	102.4	-3.8
COCCCNCCCCOc1ccccc1-c1ccccc1	-3.2	.	61.9	15.7	3.5	7.5	-8.3	2.2	58.2	-3.2
Cn1c(=O)cc(SCC(=O)N2CCN(c3ccccc3)CC2)c2ccccc21	-1.1	-3.7	90.5	3.0	-12.3	6.5	-20.9	-5.5	91.4	-1.0
O=C(NCc1ccco1)C1CCN(c2nc3ccccc3n2Cc2ccc(F)cc2)CC1	-0.5	8.2	71.8	0.7	-7.8	3.4	7.5	2.2	82.0	-3.6
COc1ccc(C)cc1NC(=O)COC(=O)c1c(C)noc1C	-0.1	10.0	108.0	6.7	-26.2	1.5	-36.8	-9.6	106.0	0.1
Cc1cc(C(=O)Cn2nnc3ccccc3c2=O)c(C)n1-c1ccccc1F	.	-5.1	59.4	96.6*	12.3	0.8	0.4	7.5	60.5	-1.7
O=C(NCc1ccc2c(c1)OCO2)C1CC(=O)N(C2CCCCCCC2)C1 (configuration not stated)	.	3.5	95.9	4.1	-23.3	2.4	-13.2	-12.1	93.8	-4.1
CCOC(=O)c1c(NC(=O)c2c(C)noc2C)sc2c1CCCCC2	-1.6	-6.5	85.9	18.9	-2.1	-0.6	-52.0	2.4	89.9	-4.0
CCc1ccccc1NC1c2ccccc2C(=O)N1Cc1ccco1 (configuration not stated)	-0.5	-17.5	84.4	21.4	-3.0	6.4	-20.9	3.5	87.0	-2.3
CCOCCn1c(SCc2cccc(C)c2)nc2c1c(=O)[nH]c(=O)n2C	-0.3	-33.6	84.8	5.2	-7.6	2.7	12.5	2.6	87.9	-3.3
CC(=O)Nc1c(O)nc(SCc2ccccc2C#N)[nH]c1=O	-14.4	.	104.4	20.0	46.9	0.5	-30.8	21.3	96.9	0.1
O=C(C1CCCN(S(=O)(=O)Cc2ccccc2)C1)N1CCCCC1 (configuration not stated)	1.0	-8.8	96.4	21.9	-9.1	2.5	18.0	-12.4	104.3	-0.6
Cc1nnc2c3ccccc3c(-c3ccc(O)cc3)nn12	-0.7	-6.9	76.2	2.6	-4.7	5.2	3.0	-1.9	82.0	-2.0
CC(=O)Nc1ccc(S(=O)(=O)N/N=C/c2ccc(C)s2)cc1	-4.1	-7.0	106.1	6.1	-2.1	1.0	-20.5	7.9	90.5	0.7
CC(=O)Nc1nonc1-c1nc2ccccc2n1CCC(C)C	0.8	-16.5	64.9	1.9	-21.9	17.8*	6.4	-11.4	70.8	-2.5
O=C(c1ccc(Oc2ccccc2)cc1)c1nc2c(n1O)CCCC2	-0.1	-0.9	96.6	15.3	-8.7	7.2	-34.5	-7.8	96.0	-1.2
O=C(Cn1cnc2ccccc2c1=O)OCCCCN1C(=O)c2ccccc2C1=O	-0.3	.	93.3	3.2	-9.1	0.6	-55.9	-8.6	100.8	-0.7
Cn1c2ccccc2c2ncn(CCN3CCOCC3)c(=O)c21	-0.4	-8.9	93.7	45.0	-5.9	1.5	-14.8	0.1	94.9	-2.1
O=C(NCc1n[nH]c(=S)n1-c1ccccc1)c1ccc(S(=O)(=O)N2CCOCC2)cc1	.	.	106.0	3.5	-3.9	0.4	-20.6	-5.3	109.1	0.2
CC(C)Nc1nc(Cl)nc(NN(C)c2nc(N(C)C)nc(N(C)C)n2)n1	-6.5	14.3	87.8	10.1	12.0	3.4	-28.7	-4.9	86.2	-1.4
CCn1c(COc2ccccc2)nnc1SCC(=O)Nc1cc(C)ccc1OC	-2.7	11.0	82.4	15.0	-5.7	2.5	-41.7	4.8	84.8	1.2
COc1cc(OC)cc(C(=O)N[C@H](C(=O)OCC(=O)Nc2ccc(C(C)C)cc2)C(C)C)c1	-3.1	.	86.3	11.5	1.8	-1.0	-23.2	8.5	83.8	4.2
COC(=O)c1cccc(NC(=O)Cc2nc(-c3ccccc3)sc2-c2ccc(C)cc2)c1	-1.6	11.0	77.0	6.5	-7.3	1.1	-6.9	-8.5	90.2	0.7
Cc1cc(C(=O)N2CCN(C/C=C/c3ccccc3)CC2)no1	0.2	-0.9	71.3	11.0	-3.8	1.9	-26.3	-8.0	75.8	-1.5
Cc1cc2cc(CNC(=O)c3ccc(S(=O)(=O)N(C)C)cc3)ccc2n1C	1.7	.	107.5	14.7	-2.9	-1.9	-16.6	-0.9	102.8	0.1
Cc1cc(Cl)ccc1OCCCC(=O)N1CCCc2ccccc21	-1.2	-42.8	39.9	5.3	-9.7	26.6*	-15.8	-8.9	32.5	-2.3
O=c1n(Cc2ccc(Cl)cc2)c2sc3c(c2c2ncnn12)CCCC3	-1.9	6.4	25.7	11.8	-12.8	40.8*	-46.3	2.7	34.9	1.8
CCCCOc1ccc(Br)cc1/C(C)=N/NC1=NCCN1	.	-2.7	2.9*	6.1	.	49.6*	-5.3	5.7	2.4*	-7.8
O=C(NCc1ccncc1)c1ccc(Br)cc1	-0.4	-29.4	101.1	14.7	-3.6	-2.4	-55.3	6.6	103.9	-0.5
Cc1sc(-n2c(C)cc(C=O)c2C)c(C(=O)O)c1C	-1.1	-11.5	94.0	4.2	3.3	0.6	-43.3	3.0	83.4	0.6
O=S(=O)(c1ccc2nc(Cc3cccc(C(F)(F)F)c3)[nH]c2c1)N1CCOCC1	-3.4	3.3	79.5	5.6	-2.0	1.5	-12.6	-5.5	81.9	-4.0
O=C(Nc1cc(S(=O)(=O)N2CCOCC2)ccc1N1CCOCC1)c1cnccn1	-5.1	5.3	90.1	3.4	1.4	-0.8	1.6	-20.0	81.3	-2.4
COc1ccc(NC(=O)COC(=O)c2c3c(nc4ccccc24)CCCC3)cc1	.	.	.	8.6	-12.7	21.4*	-45.4	21.1	39.4	2.9
C/C(=C\C(=O)O)C(=O)Nc1nccs1	-0.5	10.8	85.0	22.4	0.2	-0.6	-24.3	6.0	97.1	-1.7

Source: PubChem (several laboratories)
